# UHRF1 MBD2 ctr: UHRF1 methyl-DNA binding inhibition | Q96T88 | UHRF1 binding to methylated oligo, TR-FRET | inhibition, % at 4.4 µM | actives 0.75% (n = 370,000) | AID 687016; in the data active = inhibition above about 21%;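 note: UHRF1 SRA domain binding a hemimethylated CpG hairpin DNA probe; 0% = median of test compound wells and 100% = reference inhibitor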
# Tn7 DDE FP: inhibitors of Tn7 peptide binding to human fibrin DD(E); FP displacement of FITC-Tn7 peptide from fibrin DD(E); 0% = median of compound wells per plate; actives 0.13% (n = 370,000); AID 720508; P02675; inhibition, % at 8.3 µM;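 active = inhibition above the mean of compounds falling within the control limits plus 3 SD of them, cut at about 14% in these data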;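 note: 0% = plate median of compound wells and 100% = 10 µM Aha-Tn7 peptide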
# Target sequence (P02675 whole entry, looked up): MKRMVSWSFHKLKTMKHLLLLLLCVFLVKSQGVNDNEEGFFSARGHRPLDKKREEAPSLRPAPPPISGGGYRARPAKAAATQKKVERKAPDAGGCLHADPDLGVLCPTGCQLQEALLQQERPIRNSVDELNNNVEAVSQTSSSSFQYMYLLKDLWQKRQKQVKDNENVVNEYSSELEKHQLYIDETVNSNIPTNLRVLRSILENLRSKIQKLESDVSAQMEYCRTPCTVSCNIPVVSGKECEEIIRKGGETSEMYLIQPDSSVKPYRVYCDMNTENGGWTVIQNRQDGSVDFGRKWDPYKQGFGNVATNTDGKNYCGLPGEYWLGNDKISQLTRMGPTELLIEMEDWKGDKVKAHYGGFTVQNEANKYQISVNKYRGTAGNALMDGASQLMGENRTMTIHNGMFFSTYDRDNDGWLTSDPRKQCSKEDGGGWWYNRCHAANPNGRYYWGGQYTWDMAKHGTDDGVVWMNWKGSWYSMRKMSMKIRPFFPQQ
#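 Test system: human clot-derived fibrin DD(E) complex / Quantity: 2 µM final DD(E) protein / Incubation: 10 min plus 3 h, room temperature / Measured by: fluorescence polarization / Benchmarks: high control of 10 µM Aha-Tn7 peptide / Replicates: singlicate testing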
# NR1D1 modulator: modulates human Rev-erb alpha binding to DNA; activity, % at 10 µM; Rev-erbα–FITC-DNA binding, fluorescence polarization, 90 min; actives 0.79% (n = 370,000);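 active = activity above about 14%, limit read from the data; passing the limit was not always enough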;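 note: 0% = DMSO wells with 35 nM protein and 100% = DMSO wells with 750 nM protein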
# KLK7 zymogen act: proKLK7 (human) activation, primary screen; P49862; AID 652039; actives 0.9% (n = 370,000); activation, % at 7 µM; purified proKLK7, EDANS-DABCYL substrate fluorescence; 100% is mature enzyme control, 0% vehicle;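 active = activation above the mean of all tested compounds plus 3 SD, computed per campaign excluding outliers beyond control limits, cut at about 13% in these data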
# ARFGAP1 inh: rat ARFGAP1 inhibition | Q62848 | Arfgap1-stimulated ARF1 GTP hydrolysis, GDP FP detection | inhibition, % at 16.5 µM | actives 0.26% (n = 360,000);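 active = inhibition above a per-plate limit, mean inhibition of low control wells plus 3 SD, cut at about 25% in these data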;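 note: 0% = DMSO wells with enzyme and 100% = wells lacking Arfgap1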
# Target sequence (Q62848 1-136 limits assumed): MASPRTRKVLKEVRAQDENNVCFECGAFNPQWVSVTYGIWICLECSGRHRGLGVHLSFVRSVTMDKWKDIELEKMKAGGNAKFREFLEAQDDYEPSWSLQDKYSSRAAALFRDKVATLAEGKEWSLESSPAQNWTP
#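 Replicates: Single well per compound | Assay system: Truncated rat Arfgap1 GAP domain | Control set: No-Arfgap1 wells (100%) versus DMSO full-reaction wells (0%) | Times: Enzyme reaction 120 min at 25 °C after 20 min preincubation | Reagent: Human ARF1(Δ1-17)-GTP substrate | Measured by: Tracer-displacement fluorescence polarization with EDTA stop, 620/688 nm | Measure: Percent inhibition of Arfgap1-stimulated GTP hydrolysis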
# ASAP1 GAP inh: blocks human ASAP1-stimulated Arf1 GTP hydrolysis. GDP FP detection. actives 0.19% (n = 360,000). inhibition, % at 16.5 µM; in the data active = inhibition above about 25%;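 note: 0% = vehicle with enzyme and substrate and 100% = no enzyme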
# Target sequence (Q9ULH1 325-724 limits assumed): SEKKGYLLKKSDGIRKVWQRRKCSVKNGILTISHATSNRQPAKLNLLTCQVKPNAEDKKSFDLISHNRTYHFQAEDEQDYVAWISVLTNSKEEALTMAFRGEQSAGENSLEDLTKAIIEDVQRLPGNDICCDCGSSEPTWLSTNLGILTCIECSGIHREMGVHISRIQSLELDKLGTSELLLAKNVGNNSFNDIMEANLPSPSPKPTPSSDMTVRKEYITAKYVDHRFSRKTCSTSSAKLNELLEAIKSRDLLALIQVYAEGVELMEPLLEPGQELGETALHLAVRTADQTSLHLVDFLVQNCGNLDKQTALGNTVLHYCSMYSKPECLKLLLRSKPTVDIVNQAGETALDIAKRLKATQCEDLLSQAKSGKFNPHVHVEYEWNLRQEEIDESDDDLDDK
# PLC-beta3 inh: inhibitors of human phospholipase C beta3; Q01970; Purified PLC-beta3, fluorogenic substrate, fluorescence; inhibition, % at 12.2 µM; actives 0.18% (n = 370,000); AID 720704; in the data active = inhibition above about 11%;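 note: 0% = median of compound wells on plate and 100% = full blocker control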
# PLC-gamma1 inh: blocks human PLC-gamma1 enzyme activity | purified PLC-gamma1, fluorogenic substrate, fluorescence | inhibition, % at 12.2 µM | actives 0.84% (n = 370,000); in the data active = inhibition above about 9.5%
# sPLA2-III inh: Blocks human group III sPLA2 activity; Q9NZ20; QFRET BODIPY PC-A2 liposome hydrolysis, fluorescence; inhibition, % at 12.2 µM; actives 0.56% (n = 370,000);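 active = inhibition above mean plus 3 SD of compounds lying within the high and low control bounds, cut at about 19% in these data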;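 note: 0% = median of test compound wells and 100% = no enzyme DMSO wells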
# Tn6 DDE FP: disrupts Tn6 cyclic peptide binding to fibrin D-Dimer-E complex. P02675. Fibrin DD(E) TRITC-Tn6 fluorescence polarization displacement. inhibition, % at 8.3 µM. actives 0.21% (n = 370,000);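 active = inhibition above a per-campaign cutoff: mean of compounds within control limits plus 3 SD, cut at about 15% in these data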;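 note: 0% = median of all compound wells on the plate and 100% = blocking peptide control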
# * = called active by the depositor; x = no result given; & = joins results of further samples. Not all compounds are listed; rates above refer to the full screens.
SMILES,UHRF1 MBD2 ctr,Tn7 DDE FP,NR1D1 modulator,KLK7 zymogen act,ARFGAP1 inh,ASAP1 GAP inh,PLC-beta3 inh,PLC-gamma1 inh,sPLA2-III inh,Tn6 DDE FP
CC(=O)O[C@]1(C(C)=O)CC[C@H]2[C@@H]3C=C(Cl)C4=CC(=O)[C@@H]5C[C@@H]5[C@]4(C)[C@H]3CC[C@@]21C,0&-3,0&4,5&-3,0.0&0.2,1&-2,2&7,1&2,2&2,-1&-12,-4&2
CC(C)Cn1cnc2c1c(=O)n(C)c(=O)n2C,0,1,7,0.1,-3,4,-1,4,4,2
C=C1c2cccc(O)c2C(=O)C2C(=O)[C@]3(O)C(=O)C(C(N)=O)C(=O)[C@@H](N(C)C)[C@@H]3[C@@H](O)[C@H]12 (stereo not given in full),96*,-1,-35,-5.3,-1,11,-55,-7,2,-10
O=C(O)[C@@H]1[C@H]2C[C@H]3c4[nH]c5ccccc5c4CCN3C[C@@H]2CC[C@@H]1O,-1,-1,-24,1.3,4,-13,-126,-84,-5,13
CCCn1ncc(CN2CCCC(C(=O)c3cccc(OC(C)C)c3)C2)c1C (stereo not given),-2,-2,8,1.4,-8,7,-3,-1,-4,-3
COc1cncc(C#Cc2ccccn2)c1,-3,2,4,-0.4,4,-3,0,1,13,3
CC1(C)O[C@H]2CC(=O)OCC23[C@H]2CC[C@@]4(C)[C@H](c5ccoc5)OC(=O)[C@H]5O[C@]54[C@]2(C)C(=O)C[C@@H]13 (stereo not given in full),-1,-3,0,0.0,-6,-12,4,-2,-5,10
Nc1cc(-c2ccncc2)c[nH]c1=O,14,-5,0,-0.8,11,0,-40,-27,2,-7
COc1nc(C)nc(Cl)c1NC1=NCCN1,1&0,-4&-2,0&-3,-0.3&0.0,-5&0,-3&1,-4&-2,1&3,4&10,-5&4
CN(C)CCCN1c2ccccc2Sc2ccccc21,0,-7,1&-5,-0.1,2,-2,-1,1,-7,2
O=C(Cn1ccnc1[N+](=O)[O-])NCCO,-2,7,3&-1,0.4,1,-7,5,7,-2,0
COc1cc2nc(N3CCN(C(=O)C4COc5ccccc5O4)CC3)nc(N)c2cc1OC (stereo not given),-1,0,1&5,0.9,1,-1,-74,-55,-15,-6
Cc1cc(C)nc(/N=C(\N)Nc2ccc(S(N)(=O)=O)cc2)n1,5,0,1,-0.6,-8,-6,3,0,-3,-5
CC1=C(C(=O)O)N2C(=O)[C@@H](NC(=O)[C@H](N)c3ccc(O)cc3)[C@H]2SC1,3,-8,0&-4,0.2,3,6,0,-1,7,-6
Cc1nnc(NS(=O)(=O)c2ccc(N)cc2)s1,-4,1,-1&-1,0.0,-1,-9,3,0,17,-3
Cc1onc(-c2ccccc2Cl)c1C(=O)N[C@@H]1C(=O)N2[C@@H]1SC(C)(C)[C@@H]2C(=O)O,5&0,-7&-9,-2&7&-7,0.3&0.3,7&10,-7&-1,2&5,4&0,3&-5,-7&7
CC(C)Cc1ccc([C@H](C)C(=O)O)cc1,-2,3,-3,-0.4,-4,8,-3,0,12,5
CC(C)=CC(=O)O[C@@H]1Cc2cc3ccc(=O)oc3cc2OC1(C)C,-3,-7,4,-0.1,8,11,-32,-16,-3,0
NS(=O)(=O)c1cc2c(cc1C(F)(F)F)NC(Cc1ccccc1)NS2(=O)=O (stereo not given),0,3,-3&7,1.2,0,13,-14,-7,1,-9
CCC[C@H](N[C@@H](C)C(=O)N1[C@H](C(=O)O)C[C@@H]2CCCC[C@@H]21)C(=O)OCC,1,-8,1&-5,0.2,-3,5,3,3,4,6
CC(C)Cc1ccc(C(C)C(=O)O)cc1 (stereo not given),-2,6,-4&3,0.6,-14,1,-2,-3,-2,11
CC(=O)NCCCCCC(=O)O,4,5,1&6,-0.1,-1,8,-3,2,11,6
COc1ccc(CN(CCN(C)C)c2ccccn2)cc1,-1&3&-3,4&6&0,-3&-6&3&-3,-0.6&0.0&-0.2,5&13&10,4&-2&7,0&-4&1,1&-1&-1,4&14&-8,1&1&9
C/C=C/C=N\NC(=O)c1ccncc1,-3,-6,11,-0.1,-5,-3,-2,0,-1,2
CC(=O)N1C[C@H](O)C[C@H]1C(=O)O,3,-6,-2,0.5,12,10,7,4,4,-5

# 13 entries out of the list, sorted by molar mass, highest first.
SMILES,UHRF1 MBD2 ctr,Tn7 DDE FP,NR1D1 modulator,KLK7 zymogen act,ARFGAP1 inh,ASAP1 GAP inh,PLC-beta3 inh,PLC-gamma1 inh,sPLA2-III inh,Tn6 DDE FP
CC1(C)O[C@H]2CC(=O)OCC23[C@H]2CC[C@@]4(C)[C@H](c5ccoc5)OC(=O)[C@H]5O[C@]54[C@]2(C)C(=O)C[C@@H]13 (stereo not given in full),-1,-3,0,0.0,-6,-12,4,-2,-5,10
NS(=O)(=O)c1cc2c(cc1C(F)(F)F)NC(Cc1ccccc1)NS2(=O)=O (stereo not given),0,3,-3&7,1.2,0,13,-14,-7,1,-9
CCC[C@H](N[C@@H](C)C(=O)N1[C@H](C(=O)O)C[C@@H]2CCCC[C@@H]21)C(=O)OCC,1,-8,1&-5,0.2,-3,5,3,3,4,6
CC1=C(C(=O)O)N2C(=O)[C@@H](NC(=O)[C@H](N)c3ccc(O)cc3)[C@H]2SC1,3,-8,0&-4,0.2,3,6,0,-1,7,-6
CC(C)=CC(=O)O[C@@H]1Cc2cc3ccc(=O)oc3cc2OC1(C)C,-3,-7,4,-0.1,8,11,-32,-16,-3,0
Cc1cc(C)nc(/N=C(\N)Nc2ccc(S(N)(=O)=O)cc2)n1,5,0,1,-0.6,-8,-6,3,0,-3,-5
COc1ccc(CN(CCN(C)C)c2ccccn2)cc1,-1&3&-3,4&6&0,-3&-6&3&-3,-0.6&0.0&-0.2,5&13&10,4&-2&7,0&-4&1,1&-1&-1,4&14&-8,1&1&9
CN(C)CCCN1c2ccccc2Sc2ccccc21,0,-7,1&-5,-0.1,2,-2,-1,1,-7,2
COc1nc(C)nc(Cl)c1NC1=NCCN1,1&0,-4&-2,0&-3,-0.3&0.0,-5&0,-3&1,-4&-2,1&3,4&10,-5&4
O=C(Cn1ccnc1[N+](=O)[O-])NCCO,-2,7,3&-1,0.4,1,-7,5,7,-2,0
CC(C)Cc1ccc([C@H](C)C(=O)O)cc1,-2,3,-3,-0.4,-4,8,-3,0,12,5
C/C=C/C=N\NC(=O)c1ccncc1,-3,-6,11,-0.1,-5,-3,-2,0,-1,2
Nc1cc(-c2ccncc2)c[nH]c1=O,14,-5,0,-0.8,11,0,-40,-27,2,-7

# Individual results from above.
# COc1cc2nc(N3CCN(C(=O)C4COc5ccccc5O4)CC3)nc(N)c2cc1OC (stereo not given) | KLK7 zymogen act: 0.9
# NS(=O)(=O)c1cc2c(cc1C(F)(F)F)NC(Cc1ccccc1)NS2(=O)=O (stereo not given) | sPLA2-III inh: 1

# (listing goes on)
SMILES,UHRF1 MBD2 ctr,Tn7 DDE FP,NR1D1 modulator,KLK7 zymogen act,ARFGAP1 inh,ASAP1 GAP inh,PLC-beta3 inh,PLC-gamma1 inh,sPLA2-III inh,Tn6 DDE FP
Cc1coc2c1C(=O)C(=O)c1c-2ccc2c1CCCC2(C)C,0,-6,-4,2.1,-3,7,-23,-15,0,-9
c1ccc2c(CC3=NCCN3)cccc2c1,0,-1,-5&-7,0.7,17,-3,0,5,6,-6
COc1c(O)cc2c(c1O)C1OC(CO)C(O)C(O)C1OC2=O (stereo not given),1,4,-3,0.1,8,-2,-4,0,12,8
CCCCCCCCO,0,-5,1,0.1,-2,3,4,1,-1,3
Nc1ccc(C(=O)Nc2ccccc2N)cc1,0,0,-1,-0.2,-14,-2,-3,1,6,6
CCOC(=O)C1(CCOc2ccccc2)CCN(Cc2ccc(O)c(Cl)c2)CC1,-1,-6,0,0.3,13,11,-2,3,-19,-3
COc1ccccc1OCC(O)COC(N)=O (stereo not given),-2,2,13&-3,0.2,-6,8,2,-1,4,5
C[C@]12CC[C@H]3[C@@H](CCC4=CC(=O)CC[C@@]43C)[C@@H]1CC[C@@H]2C(=O)CO,-1,7,-2,0.1,-12,-6,-4,0,15,-1
O=C(O)COC(=O)Cc1ccccc1Nc1c(Cl)cccc1Cl,-1,-6,-4,0.2,9,5,-2,-3,-19,-2
C[C@H]1c2cccc(O)c2C(=O)C2C(=O)C3(O)C(=O)C(C(N)=O)C(=O)[C@@H](N(C)C)[C@@H]3[C@@H](O)[C@@H]21 (stereo not given in full),1,10,0,-3.0,-11,-5,-46,-37,18,-8
O=C1N(c2ccccc2)c2ccccc2C1(Cc1ccncc1)Cc1ccncc1,-3,2,-3,0.1,2,-5,4,1,-3,4
CCOc1ccc(S(=O)(=O)N2CCCCCC2)c2ccccc12,16,-5,0,0.5,5,-6,-1,5,-7,-6
Cc1nc2c3ccccc3nc(NNC(=O)CCC(=O)N3CCN(c4ccccc4)CC3)n2n1,0,2,5,0.3,-11,2,-4,2,0,4
COc1cc(N)c(Cl)cc1C(=O)NC1CCN(CCCOc2ccc(F)cc2)CC1OC (stereo not given),1,-3,8,-0.6,x,x,4,11*,-10,9
CN(C)C/C=C(/c1ccc(Br)cc1)c1cccnc1,2,-10,1&13,0.2,2,21,5,2,-8,6
NC(=O)NC(CCC(=O)O)C(=O)O (stereo not given),3,-4,-4,0.4,-5,4,1,3,5,5
O=c1cc[nH]c(=O)[nH]1,-1,-1,-5&4,0.5,x,4,1,-1,-1,-8
CC(=O)[C@H]1CC[C@H]2[C@@H]3C[C@H](C)C4=CC(=O)CC[C@]4(C)[C@H]3[C@@H](O)C[C@]12C,-2,-6,-5,0.4,-12,-10,1,-2,-9,-1
CC1=NN(c2ccccc2)C(=O)C1,18,1,4&-2,-0.6,24,0,10,24*,11,-4
C[C@H](CCC(=O)O)[C@H]1CC[C@H]2[C@@H]3[C@@H](O)C[C@@H]4C[C@H](O)CC[C@]4(C)[C@H]3CC[C@]12C,1,3,0,0.4,-6,-1,-1,1,-15,4
CC1(C)OC2CC3C4CC(F)C5=CC(=O)C=CC5(C)C4(F)C(O)CC3(C)C2(C(=O)CO)O1 (stereo not given),-2,-6,2,-0.1,7,5,-3,2,-5,3
N=C(N=C(N)N)N1CCOCC1,-3,-9,1&-8,-0.8,5,-15,6,1,-3,-9
CCCOc1ccccc1-c1nc2n[nH]nc2c(=O)[nH]1,-2,-1,0&4,-0.4,4,1,2,2,-3,5
O=C1NCC2(CCN(CCc3ccccc3)CC2)O1,0,-6,2&-6,0.9,17,2,-1,-2,-2,-3
